High-throughput results as filed in PubChem BioAssay.
mcGAS inh: blocks mouse cGAS activity; recombinant cGAS, Kinase-Glo ATP depletion luminescence; hit rate 0.15% among 160,000; inhibition, % at 12.5 µM; Q8C6L5;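 further: 0% = negative control wells and 100% = reference inhibitor with no enzyme activity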
hcGAS inh: human cGAS inhibition. inhibition, % at 12.5 µM. recombinant h-cGAS, ATP depletion, Kinase-Glo luminescence. hit rate 0.081% among 290,000. Q8N884. AID 1259398;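 further: 0% = vehicle reaction and 100% = reaction without DNA for no activity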
Target sequence (Q8N884 whole entry, looked up): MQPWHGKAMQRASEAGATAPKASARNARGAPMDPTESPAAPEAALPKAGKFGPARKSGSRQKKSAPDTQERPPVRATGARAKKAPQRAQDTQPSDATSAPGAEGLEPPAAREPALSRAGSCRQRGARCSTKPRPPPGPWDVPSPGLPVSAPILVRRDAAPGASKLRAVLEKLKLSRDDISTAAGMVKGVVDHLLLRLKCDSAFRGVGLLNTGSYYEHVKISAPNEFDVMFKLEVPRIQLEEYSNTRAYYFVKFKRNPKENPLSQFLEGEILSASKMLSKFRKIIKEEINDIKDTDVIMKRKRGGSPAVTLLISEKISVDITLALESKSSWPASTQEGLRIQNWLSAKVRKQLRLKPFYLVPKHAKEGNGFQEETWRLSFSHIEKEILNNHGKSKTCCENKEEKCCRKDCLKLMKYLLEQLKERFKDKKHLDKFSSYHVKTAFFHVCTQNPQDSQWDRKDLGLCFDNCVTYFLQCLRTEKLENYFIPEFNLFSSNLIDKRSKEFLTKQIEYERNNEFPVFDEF
NPYLR7 ag: activates Aedes aegypti NPYLR7 receptor; HEK293T NPYLR7/Galpha15, GCaMP6s calcium fluorescence; activation, % at 10 µM; hit rate 0.15% among 270,000; AID 1259423; in the data active means activation above about 40%;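 further: 0% = vehicle and 100% = reference agonist at the receptor; some compounds past the cut are filed as inactive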
Active calls of the source: *; / = not tested or not shown; & = joins results of further samples. Unless noted, no stated cut-off is given here; in the data, active means inhibition above about 40%; inactive means the rest.

SMILES	mcGAS inh	hcGAS inh	NPYLR7 ag
CCC(C)N(Cc1ccc(F)cc1)Cc1nc(C(=O)NCc2cccnc2)co1 (centres undefined)	-4	1	-5
CCOc1ccccc1NC(=O)N1CCN(c2nc(C)nc(C)c2Cc2ccccc2Cl)CC1	-4	-9	17
O=C(NCc1ccco1)N1CCC(n2cc(-c3ccccn3)nn2)CC1	/	-5	18
COc1cccc(Cn2c(=O)c(C(=O)NCc3ccco3)nn(-c3cc(C)cc(C)c3)c2=O)c1	-7	-8	-1
COc1ccc(C(=O)N=Nc2c(O)n(CN3CCOCC3)c3ccccc23)cc1OC	-6&-3	-5&-11	-4&11
CCCOc1cc(Nc2ccc(NC(=O)Nc3cccc(F)c3)cc2)nc(C)n1	-4	-4	29
C(=N/n1cnnc1)/c1ccc(OCCOc2ccc(C3CCCCC3)cc2)cc1	-7	-7	-3
CCc1nnc(CNC(=O)c2cccc(CC3CCNCC3)c2)s1	/	-10	0
c1cncc(-c2nc3c4ccccc4nc(NC4CC4)n3n2)c1	-6	-7	1
COc1cccc(-c2nnc(SCc3ccc(C(=O)N4CCCC4)cc3)n2-c2ccccc2OC)c1	-7	0	16
COc1ccc(CN(C)CC(=O)Nc2oc(C)c(C)c2C#N)cc1OC	/	-5	5
COc1ccc(-c2[nH]ncc2CNC(C)c2ccccc2Cl)cc1F (centres undefined)	/	-2	-15

A different layout for part of the listing above.
CCC(C)N(Cc1ccc(F)cc1)Cc1nc(C(=O)NCc2cccnc2)co1 (centres undefined)
  mcGAS inh: -4
  hcGAS inh: 1
  NPYLR7 ag: -5

CCOc1ccccc1NC(=O)N1CCN(c2nc(C)nc(C)c2Cc2ccccc2Cl)CC1
  mcGAS inh: -4
  hcGAS inh: -9
  NPYLR7 ag: 17

Next part:
SMILES	mcGAS inh	hcGAS inh	NPYLR7 ag
O=C(Cn1ccnc1)Nc1ccc(S(=O)(=O)N2CCOCC2)cc1	-8	-5	-3
O=C(c1cc2sccc2[nH]1)N(Cc1cccnc1)CC1CCCN(C2CCCCC2)C1 (centres undefined)	-8	-7	1
CC(=O)c1cccc(-c2cnc3c(NC=O)cc(-c4ccc(N(C)C)cc4)cn23)c1	-8	-8	13
O=C(NC1CC(=O)N(CCc2ccccc2)C1)c1ccccc1-n1cncn1 (centres undefined)	-12	-5	6
O=C1CC[C@@H]2CO[C@@H](c3ccccc3)N3C(=O)CC[C@H]3CO[C@H](c3ccccc3)N12	/	-6	1
CCOC(=O)c1c(C)[nH]c(C(=O)C(C)N2CCN(C(=O)OCC)CC2)c1C (centres undefined)	/	3	-3
Fc1ccc(F)c2c1CCN(Cc1cc3n(n1)CCNC3)C2	/	-4	14
CCCC(NC(=O)Cc1cccc2cccnc12)c1ccccc1 (centres undefined)	/	-4	11
COCCN(Cc1cc(NC(=O)C2CCC2)ccc1N(C)C)C(=O)c1ccccc1Cl	-4	0	2
Oc1ccc(Nc2nc(N3CCOCC3)c3ccccc3n2)cc1	0	6	-3
COc1cccc(NC(=O)c2cccc(CN3CCCC(O)C3)c2)c1 (centres undefined)	-17	-7	7
Cc1cc(N2C(=O)c3oc4ccc(Cl)cc4c(=O)c3C2c2cccnc2)no1 (centres undefined)	/	-8	6

Carrying on:
SMILES	mcGAS inh	hcGAS inh	NPYLR7 ag
COc1ccc(Nc2nc(NCc3ccccn3)nc3[nH]ncc23)cc1	/	-10	3
COc1ccc(C(CNC(=O)c2cc(F)c(Cl)cc2Cl)N2CCOCC2)cc1 (centres undefined)	-7	-1	2
Cc1cccc(N2CC(=O)NC2=Nc2nc(C)cc(C)n2)c1	/	-3	1
CC(Cc1cccs1)N(Cc1ccc(Cl)cc1)C(=O)C1CC1 (centres undefined)	/	4	3
Cn1ccc(NS(=O)(=O)/C=C/c2ccc(Cl)cc2)n1	/	-14	9
COc1ccccc1-n1nnc(C(=O)Nc2ncc(Cc3ccccc3)s2)c1C	-10	-4	-3
O=C(O)C1CC(=O)N(Cc2nccn2Cc2ccccc2)C1 (centres undefined)	-12	-6	8
C=C(C)COc1ccc(-c2onc(C)c2-c2ccc(OC)cc2)c(O)c1	-10	-7	0
COc1ccc2[nH]cc(C3CCN(C(=O)CC(C)(C)C)CC3)c2c1	-5	-2	2
C=CCNC(=O)C(NC(=O)c1ccc(OC)cc1)C1CCN(C(=O)c2ccccc2C)CC1 (centres undefined)	-4	-4	-3
O=c1nccc(C(F)(F)C(F)(F)F)[nH]1	/	-3	3
CCC(O)CN(Cc1cccc(F)c1)Cc1ccco1 (centres undefined)	-4	-4	-7

Further structures follow:
SMILES	mcGAS inh	hcGAS inh	NPYLR7 ag
Cc1cc(N2CCN(C/C=C/c3ccccc3)CC2)nc(SCc2ccc(C(=O)N3CCOCC3)o2)n1	2	14	-14
O=C(O)C[C@H](O)C[C@H](O)/C=C/c1c(C2CC2)nc2ccccc2c1-c1ccc(F)cc1	/	0	0
COc1ccc(CCNC(=O)c2nnn(CC(=O)Nc3c(C)cccc3C)c2N)cc1OC	-6	-10	10
COc1ccccc1OCC1CN(C(=O)c2cccc(OC)c2C)CCO1 (centres undefined)	-5	-4	3
CN(Cc1nc2ccccc2[nH]1)C(=O)c1cccc(CC2CCNCC2)c1	-8	-8	6
CCc1nc2c(OCc3cc(Cl)cc(Cl)c3)cccn2c1N(C)C(=O)c1ccc(OC)cc1	-4	-3	-2
CC(C)c1nc(CNC(=O)c2cn(C/C=C/c3ccccc3)nn2)cs1	-10	-9	8
CN(Cc1noc(C2CCC2)n1)C(=O)COc1cccnc1	/	-4	5
Cc1nc(CN(C)Cc2ccccc2-c2ccccc2)no1	/	-4	10
CCOc1cc(/C=N\n2cnnc2)ccc1OCCOc1cc(C)ccc1C(C)C	-5	-6	0
COc1ccc2nc(N(Cc3cccnc3)C(=O)c3cc(C)nn3C)sc2c1	/	-6	6
CCc1[nH]c2ccc(CNC(=O)C3CC(=O)N(CCN(C)C)C3)cc2c1C (centres undefined)	-2	-3	-10

Later entries:
SMILES	mcGAS inh	hcGAS inh	NPYLR7 ag
c1ccc(CCc2nc(-c3cccc(-n4cnnc4)c3)n[nH]2)cc1	/	-9	0
CN1CCCCC1CCNC(=O)c1ccc(N2CCNCC2)nc1 (centres undefined)	-10	-4	2
CS(=O)(=O)c1ccc(N2CCCC2C2CCCc3ccccc32)c(S(C)(=O)=O)c1 (centres undefined)	/	-8	0
COc1ccc(NC(=O)CSc2nc(=O)n3ccccc3n2)cc1	0	-3	3
C=CCOCC(O)CN(CCCOC)Cc1cccn1Cc1cccc(OC)c1 (centres undefined)	-4	-6	7
CC(=O)N[C@@H]1c2ccccc2C2(CCN(C(=O)c3cccc(F)c3F)CC2)[C@H]1OCc1ccccc1	-13	-7	3
COCc1ncc(CN2CCN(c3nccc4ccccc34)CC2)cn1	/	-8	18
CC(C)S(=O)(=O)CC(=O)N(Cc1ccsc1)c1ccccc1	/	-8	10
CC(C#N)Sc1ccccc1Br (centres undefined)	/	0	0
O=C(CC(c1ccccc1)c1ccco1)N1CCC2(CCCO2)CC1 (centres undefined)	-13	-4	10
Cc1ccc2n1CCN(C(=O)CC1OCCc3ccccc31)C2C (centres undefined)	/	-4	6
CC(=O)NNC(=O)CSc1nc2ccccc2o1	/	-6	-3

Rewritten as labelled records: entries from further up.
> O=C(CC(c1ccccc1)c1ccco1)N1CCC2(CCCO2)CC1 (centres undefined)
  mcGAS inh: -13
  hcGAS inh: -4
  NPYLR7 ag: 10
> Cc1ccc2n1CCN(C(=O)CC1OCCc3ccccc31)C2C (centres undefined)
  mcGAS inh: /
  hcGAS inh: -4
  NPYLR7 ag: 6
> CC(=O)NNC(=O)CSc1nc2ccccc2o1
  mcGAS inh: /
  hcGAS inh: -6
  NPYLR7 ag: -3

Continued.
Under each structure: mcGAS inh | hcGAS inh | NPYLR7 ag
CCN1CCc2c(sc(NC(=O)c3ccc([N+](=O)[O-])s3)c2-c2nc3ccccc3s2)C1
 : -11 | -7 | -5
Cc1ccc(C(C)(C)C)c(OCCC#N)c1
 : / | -7 | 7
Cc1cc(C)nc(SCCCn2c(N3CCC(C)CC3)nc3c2c(=O)[nH]c(=O)n3C)n1
 : -4 | -1 | -2
COC(=O)CC(=O)N1CCN(C(C(=O)N2CCOCC2)C2CCCC2)CC1 (centres undefined)
 : -5 | -5 | -9
COCCN1Cc2cc(OC)ccc2N(CC(C)(C)O)CCC1=O
 : -3 | 4 | 2
CC(C)c1cc(N2Cc3cnn(CCO)c3C2)nc(C(F)(F)F)n1
 : -11 | -11 | /
COc1ccc(CN(Cc2ccco2)C(=O)CCCOc2ccccc2)c2ccccc12
 : -3 | -3 | -2
COc1ccc(C(C[N+](=O)[O-])n2nc(C)cc2C)cc1 (centres undefined)
 : / | -8 | 7
COc1ccc(-c2nc3ccccn3c2NC(=O)c2cccc(Cl)c2)cc1
 : -9 | -13 | -2
COc1cc(CNc2ccc3ncc(-c4ccc5c(c4)OCO5)n3n2)cc(OC)c1OC
 : -3 | -2 | 5
CC(CNC(=O)Nc1ccc(CCC(=O)N2CCCC2)cc1)N(C)C (centres undefined)
 : / | -10 | 7
CCOC(=O)c1cc(-c2ccc(C)c(C)c2)n(-c2ccc(C(=O)NCC3CCCO3)cc2)n1 (centres undefined)
 : -6 | -4 | 2
COc1ccc(-c2nn(-c3ccccc3C)cc2CN(C)C(C)c2ccon2)cc1F (centres undefined)
 : / | 2 | 7
CNC(=O)CN1CCN(c2nc(C)c(Cc3ccccc3)c(C)n2)CC1
 : / | -9 | -1
CCOc1ccccc1C(=O)N1CCC(=O)N(C)c2ccccc2C(OC)C1 (centres undefined)
 : -8 | -3 | 5

The listing continues:
Under each structure: mcGAS inh | hcGAS inh | NPYLR7 ag
COc1ccc(C2=NN(C(=O)c3cccs3)C(c3ccccc3O)C2)cc1 (centres undefined)
 : -3 | -10 | -4
CC1CN2C(=O)CN(C(=O)CCc3ccccc3)CC2c2ccccc21 (centres undefined)
 : -10 | -10 | 34
CCOC(=O)C(C(=O)OCC)=C1OC(=O)c2ccccc21
 : / | -5 | -8
CCNC(=O)N1CC(C(=O)NCc2cccc(F)c2)CCC1c1ccc(F)c(C)c1 (centres undefined)
 : -5 | -3 | /
CCSc1ccccc1C(=O)Nc1cc(-c2cccs2)nn1-c1nc(C)c(C)c(=O)[nH]1
 : / | 0 | 8
COc1ccc(-c2cnc3ncnn3c2N2CCN(C(=O)c3cc(Cl)cnc3Cl)CC2)cc1
 : -7 | -3 | /
CC(Sc1n[nH]c(-c2ccc(Cl)cc2)n1)C(=O)NCc1ccco1 (centres undefined)
 : -1 | -1 | -1
CCN(CC)CCNc1nc2c(c(=O)n(C)c(=O)n2C)n1C
 : -4 | -10 | 0
O=C(NCCNc1ccc(Nc2ccncc2)nn1)Nc1ccccc1Cl
 : / | 1 | 3

Record cards, as listed above. Order of values: mcGAS inh	hcGAS inh	NPYLR7 ag
C(=N/n1cnnc1)/c1ccc(OCCOc2ccc(C3CCCCC3)cc2)cc1 in the list: -7	-7	-3
Oc1ccc(Nc2nc(N3CCOCC3)c3ccccc3n2)cc1 in the list: 0	6	-3
COc1ccc(CCNC(=O)c2nnn(CC(=O)Nc3c(C)cccc3C)c2N)cc1OC in the list: -6	-10	10
O=C(NC1CC(=O)N(CCc2ccccc2)C1)c1ccccc1-n1cncn1 (centres undefined) in the list: -12	-5	6
COc1cccc(NC(=O)c2cccc(CN3CCCC(O)C3)c2)c1 (centres undefined) in the list: -17	-7	7
